Compound activity deposited in PubChem BioAssay by National Center for Advancing Translational Sciences (NCATS).
Pf growth 48h – Primary qHTS for delayed death inhibitors of the malarial parasite plastid, 48 hour incubation | P. falciparum luciferase growth in erythrocytes, 48 h | Potency, µM (top dose mostly 28.7 µM), without a hit: at the highest dose activity change, negative = inhibition, hits mostly inhibitors | 310,000 tested, 5.9% active; note: potency is the fitted concentration of half-maximal effect; % is set by controls: 0 for no effect and ±100 for the full control effect
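Luciferase-expressing P. falciparum in infected erythrocytes (2% hematocrit, 0.1% parasitemia final) in RPMI 1640/0.5% Albumax were exposed to compound for 48 hours at 37 C, 5% CO2; growth read as luminescence.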
Shiga inhibitor – A qHTS for Small Molecule Inhibitors of Shiga Toxin. Vero cells, Shiga toxin protein synthesis inhibition reporter. inhibition, % at 38.7 µM. 290,000 tested, 9.2% active. AID 2315, 2010; in the data active = inhibition mostly above about 28%, no sharp cut-off; inactive = mostly below about 43%; note: 0% is about no effect
Pf growth 96h – Primary qHTS for delayed death inhibitors of the malarial parasite plastid, 96 hour incubation | P. falciparum luciferase reporter growth, 96 h | Potency, µM (highest dose often 28.7 µM), without a hit: at the highest dose activity change, negative = inhibition, usual class: inhibitors | 320,000 tested, 6.9% active | AID 504834, 2011; note: potency is the fitted concentration of half-maximal effect; % is set by controls: 0 for no effect and ±100 for the full control effect
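Delayed-death screen, second-generation endpoint: infected erythrocytes, 2% hematocrit, 0.05% parasitemia final; 96 hours at 37 C, 5% CO2; luciferase detection reagent; luminescence decrease equals reduced growth.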
TbPYK inhibitor – qHTS of Trypanosoma Brucei Inhibitors. TbPYK enzyme, Kinase-Glo Plus ATP luminescence, 45 min. pyruvate kinase (Trypanosoma brucei), Q57TT1. 410,000 tested, 0.12% active. AID 624173, 2012. Potency, µM (highest dose often 76.8 µM), for the others: at the highest dose activity, negative = inhibition, hits mostly inhibitors; note: potency is the fitted concentration of half-maximal effect; % is set by controls: 0 for no effect and ±100 for the full control effect; nearly all actives have a fitted effect of over 50% in size
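Activity of T. brucei pyruvate kinase was followed by Kinase-Glo Plus luminescence after the enzyme reacted 45 min at room temperature with 130 uM ADP (final) and substrate. Test compounds were added before ADP at multiple concentrations.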
AmpC no deterg – qHTS Inhibitors of AmpC Beta-Lactamase (assay without detergent). P00811. AmpC nitrocefin hydrolysis, absorbance 480 nm, 0.0001% Triton. Potency, µM (doses to about 57.1 µM), for inactives: at the top dose activity change, negative = inhibition, usual class: inhibitors. 330,000 tested, 0.52% active. AID 485341, 2010;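 note: potency is the fitted concentration of half-maximal effect; plate controls were no compound for no effect and no enzyme for full effect; nearly all actives have a fitted effect of over 20% in size; some results filed as inactive show a strong effect at the top dose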
Target sequence (P00811 whole entry, looked up): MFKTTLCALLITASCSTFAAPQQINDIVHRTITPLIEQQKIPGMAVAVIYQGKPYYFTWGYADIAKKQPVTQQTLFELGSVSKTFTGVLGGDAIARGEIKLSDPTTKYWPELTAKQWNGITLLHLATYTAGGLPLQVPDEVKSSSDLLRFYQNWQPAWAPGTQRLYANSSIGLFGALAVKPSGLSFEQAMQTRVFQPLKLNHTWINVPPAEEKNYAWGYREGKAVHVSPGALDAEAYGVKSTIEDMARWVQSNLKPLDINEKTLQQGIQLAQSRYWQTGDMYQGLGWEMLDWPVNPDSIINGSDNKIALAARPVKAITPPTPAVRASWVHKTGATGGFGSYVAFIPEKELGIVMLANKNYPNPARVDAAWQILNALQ
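20 mM phosphate pH 7.0 + 0.01% (detergent screen) or 0.0001% Triton X-100; 5.3 nM AmpC reagent; cpd preinc 15 min RT; nitrocefin (800 uM stock) to start; A480 q20 s × 4 min; Activity was normalised to no-enzyme and no-compound control wells.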
CHX counter – Cycloheximide Counterscreen for Small Molecule Inhibitors of Shiga Toxin; AID 2314, 2010; max response, %; cell reporter, cycloheximide protein synthesis inhibition counterscreen; 300,000 tested, 12% active; in the data active = max response mostly above about 13%, no sharp cut-off; inactive = mostly below about 14%; note: read at 38.3 µM for the half of the compounds with a filed dose; 0% is about no effect
LmPK inh – qHTS Assay for Inhibitors of Leishmania Mexicana Pyruvate Kinase (LmPK). Q27686. purified LmPK, Kinase-Glo ATP luminescence, 1 h. Potency, µM (doses to about 57.5 µM), inactives show at the highest dose activity change, negative = inhibition, actives largely listed as inhibitors. 290,000 tested, 0.37% active. AID 1721, 2009; note: potency is the fitted concentration of half-maximal effect; % is set by controls: 0 for no effect and ±100 for the full control effect
Target sequence (Q27686 whole entry, looked up): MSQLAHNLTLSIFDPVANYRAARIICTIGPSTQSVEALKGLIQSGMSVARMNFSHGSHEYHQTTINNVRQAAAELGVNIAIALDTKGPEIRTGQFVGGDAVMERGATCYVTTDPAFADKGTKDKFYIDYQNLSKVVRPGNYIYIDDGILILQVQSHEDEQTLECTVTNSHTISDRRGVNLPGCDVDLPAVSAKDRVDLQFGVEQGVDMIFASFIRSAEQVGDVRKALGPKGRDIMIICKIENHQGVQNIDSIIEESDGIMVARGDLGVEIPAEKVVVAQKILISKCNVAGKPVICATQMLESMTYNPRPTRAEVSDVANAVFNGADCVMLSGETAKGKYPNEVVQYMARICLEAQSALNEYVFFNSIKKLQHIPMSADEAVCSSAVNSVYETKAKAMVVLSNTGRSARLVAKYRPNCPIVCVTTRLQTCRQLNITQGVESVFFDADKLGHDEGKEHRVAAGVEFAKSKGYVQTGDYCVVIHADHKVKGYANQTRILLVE
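ATP generated from ADP (0.1 mM) and PEP (0.5 mM) by 0.1 nM LmPK over 1 h at room temperature (pH 7.2 imidazole buffer) was detected by coupled luciferase luminescence. Values were normalized to uninhibited and no-enzyme wells.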
Starred values were filed as active, the others as inactive; u = inconclusive; x = no result given; [ ] = remark or other dose. Unless noted, calls come from the whole dose curve; as a rule, active = well fitted curve in the direction sought with a large enough effect; inconclusive = small, poorly fitted or top-dose-only effect, or another doubt; inactive = no such curve, though single readings can be large; an effect the other way counts as inactive or inconclusive.

canonical_smiles	AmpC no deterg	LmPK inh	TbPYK inhibitor	CHX counter	Pf growth 48h	Shiga inhibitor	Pf growth 96h
CCCCN1C(=O)C(=O)N(CC(=O)Nc2sc(C)c(CC)c2C(=O)OCC)C1=O	-5.0%	x	4.8%	x	5.0%	x	1.9%
c1ccc(-n2c(Cc3cn4ccsc4n3)nnc2N2CCOCC2)cc1	-8.5%	2.2%	-15.6%	-4.1	x	-19.2	16.2%
O=C(Nc1cc(N2CCOCC2)ncn1)NC1(C(F)(F)F)Oc2ccccc2O1	-6.1%	-3.7%	-3.0%	1.8	8.1%	10.9	-4.3%
COc1ccc(C(=O)O)cc1NC(=S)NC(=O)C(c1ccccc1)c1ccccc1	-42.5%	5.0%	2.5%	-1.8	-18.6%	-10.1	u
CCC(NC(=O)Cc1c(C)c2cc3c(cc2oc1=O)OC(C)(C)CC3)C(=O)O (stereo not drawn)	-11.0%	4.3%	-0.7%	21.4*	167.0%[activator]	22.5	267.2%[activator]
CN(CC1COc2ccccc2O1)C(=S)Nc1ccccc1F (stereo not drawn)	-9.2%	-2.7%	-9.0%	8.2	6.2%	24.6	-13.6%
O=c1c2cnn(-c3ccccc3)c2nc(-c2ccco2)n1-c1ccccc1	16.5%	2.0%	11.0%	-0.9	10.4µM*	11.8	10.4µM*
Brc1ccc(-c2cn3nc4c(nc3n2)CCCC4)cc1	-17.8%	u	-1.0%	45.8*	252.0%[activator]	121.5*	x
O=C(CSS(=O)(=O)O)N1CCN(C(=O)c2ccoc2)CC1	-2.5%	4.0%	4.2%	6.2	18.2%	-8.0	25.1%
O=C(COc1ncnc2sccc12)N1CCN(c2ccccc2)CC1	-1.8%	6.5%	6.3%	-2.1	-5.3%	24.8	18.6%
C=COCCn1c(-c2nonc2N)nc2ccccc21	-16.6%	3.8%	1.7%	-2.2	x	-6.4	-12.4%
CCc1ccc(N=C2NC(=O)/C(=C/c3ccc(OCC(=O)O)c(OC)c3)S2)cc1	-6.0%	-2.7%	-5.8%	1.0	-13.8%	-1.7	u

In the list so far, these have fluorine.
canonical_smiles	AmpC no deterg	LmPK inh	TbPYK inhibitor	CHX counter	Pf growth 48h	Shiga inhibitor	Pf growth 96h
O=C(Nc1cc(N2CCOCC2)ncn1)NC1(C(F)(F)F)Oc2ccccc2O1	-6.1%	-3.7%	-3.0%	1.8	8.1%	10.9	-4.3%
CN(CC1COc2ccccc2O1)C(=S)Nc1ccccc1F (stereo not drawn)	-9.2%	-2.7%	-9.0%	8.2	6.2%	24.6	-13.6%

Next section:
canonical_smiles	AmpC no deterg	LmPK inh	TbPYK inhibitor	CHX counter	Pf growth 48h	Shiga inhibitor	Pf growth 96h
COc1ccc(CNC(=O)C(=O)NCC2CCCN2S(=O)(=O)c2ccccc2)cc1 (stereo not drawn)	-10.2%	x	0.4%	x	u	x	u
COc1ccc(C(=O)Nn2cnc3ccccc3c2=O)cc1[N+](=O)[O-]	-4.6%	2.3%	-0.6%	4.7	x	4.2	-12.2%
Cc1ccc(NC(=O)CN(C)C(=O)C(C)N2CCN(Cc3ccccc3C)CC2)cc1 (stereo not drawn)	72.7%[activator]	x	-3.1%	x	u	x	u
COc1ccc(NC(C)=O)cc1NC(=O)CCn1c(=O)sc2ccccc21	-20.4%	-8.4%	-4.1%	-0.8	19.3%	6.9	33.7%
CCOc1ccc(NC(=O)[C@@H](NC(=O)OCc2ccccc2)[C@@H](C)CC)cc1	-23.0%	-5.1%	-2.4%	-1.4	0.0%	-7.8	17.5%
COc1ccc(Br)cc1CN1C(=O)NC2(CCCCCC2)C1=O	-20.7%	7.9%	3.8%	-2.7	4.7%	19.6	-2.7%
C=CCc1cc(Cl)ccc1OCCOCCNCCOC	19.9%	-8.2%	13.8%	-4.0	-15.2%	-15.1	u
Cn1c(=O)c2c(nc(N3CCOCC3)n2CCCNC2=NCCC2)n(C)c1=O	-2.5%	-4.1%	u	-3.3	19.1%	-20.0	1.6%
CN1CCN(C(=O)CSc2nc(-c3ccncc3)ccc2C#N)CC1	-13.2%	-3.0%	-5.2%	-4.0	-28.0%	-4.6	u
Cc1ccc2nc(NC(=O)C3CCN(S(=O)(=O)c4cccc5nsnc45)CC3)sc2c1	-38.7%	2.0%	-5.4%	-5.1	u	-12.1	-3.3%
COCCn1c(C(C)C)nc2oc3ccccc3c(=O)c2c1=O	-6.6%	0.6%	2.9%	8.1	-25.2%	-3.4	u
N#Cc1nc(Cc2ccccc2)oc1NCCc1ccccc1	-9.5%	0.7%	2.0%	39.2*	54.1%[activator]	64.7*	0.7%
CCOC(=O)c1sc2nc(CSc3ccccc3)nc(NCCN(C)C)c2c1C	52.3%	0.5%	1.8%	15.0	u	15.1	u
Cc1cc(C)n2nc(C(=O)OCC(=O)N(C)Cc3ccccc3)nc2n1	-9.5%	x	-5.4%	x	-26.7%	x	25.5%
N#Cc1cnc2nc(SCc3ccccc3)nn2c1	-13.0%	0.2%	-3.7%	35.0*	101.3%[activator]	70.1*	189.4%[activator]
Cc1ccc(C=Nc2ccccc2C(N)=O)cc1	-17.9%	16.0%	-2.3%	46.7*	x	71.0*	58.6%[activator]
CCOc1ccc(CN2CCSCC2)cc1	-17.2%	1.4%	-0.3%	1.3	0.0%	3.0	-16.5%
CN(c1ccccc1)S(=O)(=O)c1ccc(C(=O)Nc2nnc(-c3ccc(F)cc3)o2)cc1	-32.9%	5.8%	1.8%	-3.9	x	-8.9	1.2%
Cc1ccc(S(=O)(=O)NCCC(=O)Nc2cccc(Cl)c2)cc1	-20.1%	2.3%	-3.1%	-2.1	-3.2%	-2.8	3.6%
O=C(Cc1c(O)c2ccccc2[nH]c1=O)NC1CCCCCC1	-30.3%	0.8%	-2.7%	16.7	-7.8%	14.1	25.6%
Cc1c(-c2ccnc3cc(C(=O)O)nn23)cnn1C	-18.8%	1.8%	0.6%	-0.7	-0.8%	-11.8	6.4%
CCn1c(=O)c(CCC(=O)N2CCOCC2)c(C)c2c(C)nn(-c3ccccc3)c21	204.6%[activator]	0.4%	0.3%	0.7	u	15.2	u
Nc1c2c(nc3c1CCCC3)CCCC2 (tested in a mixture with another compound)	-6.1%	-4.1%	-5.4%	-4.5	u	-16.0	25.3%
CC1CCCCN1C(=O)c1cc(-c2ccc(Cl)c(Cl)c2)on1 (stereo not drawn)	2.2%	-1.2%	5.0%	28.6*	192.4%[activator]	76.2	-3.0%
CC(=O)Nc1ccc(S(=O)(=O)Nc2ccc([N+](=O)[O-])cc2)cc1	x	x	0.1%	x	-3.1%	x	-9.3%
CCOc1nonc1C(=N)/C(C(C)=O)=C(\C)O	-15.3%	-3.1%	-3.4%	-3.0	x	-11.1	0.2%
COc1ccc(-n2cc(-c3ccccc3)c3c(N4CCOCC4)ncnc32)cc1	123.2%[activator]	-8.5%	-1.3%	4.0	u	-17.5	-33.8%
COc1cccc(NC(=O)C2(S(=O)(=O)c3ccc(Cl)cc3)CC2)c1	-13.1%	1.9%	0.6%	7.5	-1.6%	-9.4	5.1%
O=C(NN1C(=O)C2C3C=CC(C4CC34)C2C1=O)c1ccc(Cl)cc1 (stereo not drawn)	-30.4%	-3.2%	2.7%	3.4	-3.8%	2.6	u
N#CC1(NC(=O)COc2ccc3ccc(=O)oc3c2)CCCCC1	-16.5%	x	1.8%	x	22.4%	x	23.2%
Cc1cc(/C=N/NC(=O)c2cccs2)c(C)n1-c1cnccn1	-26.4%	-0.5%	-2.3%	47.7*	265.9%[activator]	59.2*	73.2%[activator]
O=C(Nc1ccc2c(c1)OCCO2)C1CCN(c2nnnn2-c2ccccc2)CC1	12.7%	9.9%	-16.0%	10.6	u	-0.5	13.4%
O=C(Cn1cc(C(=S)N2CCOCC2)c2ccccc21)N1CCOCC1	x	-2.7%	-2.5%	-3.2	7.5%	1.2	u
C/C(=C/c1ccccc1)C(=O)N1CC(C)OC(C)C1 (stereo not drawn)	12.6%	-2.8%	4.1%	-3.8	-6.9%	35.6	25.4%
S=C(Nc1ccccc1Cl)N(CCCN1CCOCC1)Cc1ccccn1	15.1%	0.0%	2.5%	-3.1	-21.2%	-7.7	-28.4%
C[C@@H]1Cc2c(O)c(O)cc(O)c2C(=O)O1	-2.8%	3.4%	0.4%	3.2	u	-7.0	26.5%
COc1ccccc1C(=O)NCC(=O)N/N=C/c1ccc([N+](=O)[O-])cc1	-21.3%	0.8%	0.5%	10.9	8.0%	-7.7	13.9%
CCOC(=O)C1=C(c2ccccc2)NC(=O)NC1c1cc(Br)c(O)c(OC)c1 (stereo not drawn)	-5.0%	5.2%	-6.8%	9.5	u	-3.2	u
CC(=O)c1c(C)[n+]([O-])c2ccc3c(non3O)c12	-10.8%[11.4 µM]	5.3%	4.2%	-2.1	16.2%	-2.7	29.3%
COc1ccc(CN(C)C(=O)Cn2ccsc2=N)cc1OC	-14.3%	-1.0%	3.7%	1.1	19.3%	-10.0	26.1%
N#Cc1ccc(/C=C\c2nccc3c2[nH]c2ccccc23)cc1	-47.4%	8.0%	-0.8%	6.2	3.29µM*	16.6	-26.3%
C=CCCCCc1nc2ccccc2c(=O)n1N	-10.5%	-4.0%	4.2%	6.0	15.8%	22.3	13.6%
COc1cc(NC(=O)c2cccs2)c(C(=O)OCC(=O)c2cc(C)n(-c3ccc(F)cc3)c2C)cc1OC	-26.5%	0.9%	-0.3%	123.1*	93.8%[activator]	98.0*	2.62µM*
Cc1ccc(NC(=O)C2(c3ccccc3)CCOCC2)cc1	-3.7%	-4.3%	8.7%	-3.3	3.9%	-11.6	-18.7%
COc1cc(C(=O)N/N=C/C23CC[C@@H](O)CC2(O)CC[C@@H]2[C@@H]3CCC3(C)C(C4=CC(=O)OC4)CCC23O)ccc1O (stereo partly drawn)	22.1%	-3.4%	0.2%	2.6	2.1%	2.4	0.1%
CCOC(=O)C1=C(C)NC2=C(C(=O)CCC2)C1c1cc(OC)ccc1OC (stereo not drawn)	-17.2%	0.1%	2.1%	-0.1	-12.1%	-14.4	x
Cc1ccc(OCC(=O)N/N=C/c2c[nH]c3ccccc23)c([N+](=O)[O-])c1	-8.7%	3.8%	-1.4%	-4.2	3.5%	-4.8	38.4%[activator]

Rows were taken by chance; about 22% have a hit in one of these screens.
